# pAkt inh: inhibitors of Akt phosphorylation | AID 651550 | Neuro2A IGF-stimulated pAkt S473 HTRF, 20 min; stronger effect = lower value | actives 0.32% (n = 360,000) | activity change, % for hits at 50 µM; in the data active = activity change below about -80%; inconclusive = mostly about -51% to -80%; note: % is set by controls: 0 for no effect and ±100 for the full control effect
#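 Single-point screen (50 µM final compound) in Neuro2A cells stimulated 20 min with 6 nM IGF at 37 deg C. After lysis, Ser473-phosphorylated Akt read by HTRF (ex 330 nm, em 615/665 nm) as the 665/615 ratio.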
# Abeta yeast res: A-beta toxicity reversal in yeast | yeast expressing A-beta42, growth rescue, OD600, 48 h; response scale: 0% DMSO, 100% iron-clioquinol control | Potency, µM (series often up to 46.1 µM), inactives show top-dose growth rescue, actives largely listed as activators | actives 0.063% (n = 410,000) | AID 1347071; note: potency is the fitted concentration of half-maximal effect; nearly all actives have a fitted effect of over 55% in size
#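 Yeast A-beta toxicity model in growth medium with pinned compounds, 48 h at 30 C; growth read as absorbance at 600 nm. Normalized to FeCl3/clioquinol equimolar mix (positive) and DMSO (negative).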
# TGFb SMAD3 inh: inhibitors of TGF-b signaling | Potency, µM (series often up to 46.1 µM), for inactives: at the highest dose activity, negative = inhibition, usual class: inhibitors | HepG2 CAGA-GFP TGF-b/SMAD3 reporter, GFP fluorescence, 18 h; TGF-beta stimulated, 500 pg/mL final | AID 588855 | actives 1.2% (n = 410,000); note: potency is the fitted concentration of half-maximal effect; % is set by controls: 0 for no effect and ±100 for the full control effect; nearly all actives have a fitted effect of over 65% in size
#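 Cell-based qHTS in HEPG2 carrying a CAGA-GFP Smad reporter; compounds added before 500 pg/mL final TGF-beta, 18 h incubation at 37 degrees C, GFP fluorescence quantified per cell by imaging cytometry.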
# Nrf2 ARE act: activates Nrf2 signaling | actives 0.31% (n = 410,000) | AREc32 ARE-luciferase reporter (MCF7-derived line), luminescence, 24 h | Potency, µM (doses to about 46.1 µM), for inactives: at the top dose activation, hits mostly activators | AID 624171; note: potency is the fitted concentration of half-maximal effect; % of control where 0% means no effect; nearly all actives have a fitted effect of over 65% in size
#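 Cells of the AREc32 ARE-luciferase line are plated in OPTI-MEM containing 5% FBS and left overnight at 37 deg C. Compounds are pinned in, incubation continues 24 hr, and firefly luciferase signal is then measured.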
# Nrf2 inh: inhibitors of Nrf2 signaling. Potency, µM (highest dose often 46 µM), for the others: at the highest dose activity change, negative = inhibition, actives largely listed as inhibitors. AID 504444. A549 ARE-Fluc reporter, luciferase luminescence, 18-24 h. actives 2.1% (n = 360,000); note: potency is the fitted concentration of half-maximal effect; % is set by controls: 0 for no effect and ±100 for the full control effect; nearly all actives have a fitted effect of over 60% in size
#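 Reporter: ARE-Fluc in A549. Exposure: 18-24 h, 37 °C, 5% CO2, 5% FBS OPTI-MEM. Readouts: fluorescent cytotoxicity (CellTiter-Fluor), then luminescent Nrf2 signal after BugLite.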
# HepG2 tox: HepG2 cytotoxicity, counter-screen for TGF-b inhibitors; AID 588856; actives 0.76% (n = 410,000); HepG2 CAGA-GFP viability, ATP luminescence, 18 h; Potency, µM (titrated, usually from 46.1 µM), for the others: top-dose activity change, negative = cytotoxicity, actives largely listed as cytotoxic; note: potency is the fitted concentration of half-maximal effect; some results filed as inactive show a strong effect at the top dose
#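 HepG2 CAGA-GFP cells (1000/well, DMEM with 1% FBS) received compound, then TGF-beta at 500 pg/mL final, and were incubated 18 hours at 37 degrees C. Viability was read by CellTiter-Glo luminescence. Media-only wells were set as complete cell-killing and DMSO as no toxicity.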
# CCT chaperon mod: modulators of cytosolic chaperonin (CCT/TRiC) activity. purified chaperonin ATPase assay, HTRF ADP detection, 30 min. activity change, % (no concentration beside the values), hits read low. actives 0.3% (n = 360,000). AID 651819; in the data active = activity change below about -30%; note: % is set by controls: 0 for no effect and ±100 for the full control effect
#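 Nucleotide hydrolysis assay: TRiC at 20–40 nM final (set by batch activity) with 10 uM ATP, 30 min at 37 °C, in presence of 76 uM compound. Detection by competitive ADP HTRF, 30 min ambient.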
# Mm-Cpn inhibitor: M. maripaludis TRiC chaperonin inhibition. purified Mm-Cpn ATPase, ADP Transcreener TR-FRET. AID 504842. Potency, µM (series often up to 76.9 µM), for the others: at the highest dose activity, negative = inhibition, usual class: inhibitors. actives 0.031% (n = 330,000); note: potency is the fitted concentration of half-maximal effect; % is set by controls: 0 for no effect and ±100 for the full control effect; nearly all actives have a fitted effect of over 80% in size
#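 Inhibition of chaperonin ATP hydrolysis is measured as reduced ADP production, detected by competitive TR-FRET in which signal falls with ADP. Final enzyme 25 nM and ATP 10 uM, reacted 30 min at 37°C.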
# A549 tox: kills or reduces viability of A549 cells in Nrf2 counter-screen. Potency, µM (doses to about 46 µM), for the others: at the top dose activity change, negative = cytotoxicity, most hits filed as inhibitors. A549 ARE-Fluc cells, CellTiter-Fluor viability, 18-24 h. actives 0.16% (n = 390,000). AID 504648; note: potency is the fitted concentration of half-maximal effect; % is set by controls: 0 for no effect and ±100 for the full control effect
#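 A549 ARE-Fluc cells in 5% FBS OPTI-MEM, 5000 cells/well, rested 2 h then exposed to compounds in concentration-response for 18-24 h at 37 °C. Viability by CellTiter-Fluor fluorescence (Ex 405/Em 525) after 30 min; luciferase luminescence (BugLite, 15 min, RT) read afterwards.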
# * = called active by the depositor; i = inactive; ? = inconclusive; · = not tested or not shown; & = joins results of further samples; [ ] = remark or other dose. Unless noted, calls come from the whole dose curve; as a rule, active = well fitted curve in the direction sought with a large enough effect; inconclusive = small, poorly fitted or top-dose-only effect, or another doubt; inactive = no such curve, though single readings can be large; an effect the other way counts as inactive or inconclusive.
compound	pAkt inh	Abeta yeast res	TGFb SMAD3 inh	Nrf2 ARE act	Nrf2 inh	HepG2 tox	CCT chaperon mod	Mm-Cpn inhibitor	A549 tox
O=C(COC(=O)/C=C/c1cccs1)NC(=O)Cc1ccccc1	i	0%	0%	-0.5%	-28%	3%	-0.7	0%	-8%
Cc1cc(OC(=O)c2cc(F)c(F)cc2Cl)nc(C)n1	i	18%	9%	-0.3%	12%	-2%	0.2	-2%	·
O=CN1CCCN(C(=O)CC2C(=O)NCCN2Cc2cccc(Oc3ccccc3)c2)CC1 (centres undefined)	i	-9%	5%	-0.7%	-8%	2%	0.0	0%	-1%
CC(=O)Nc1ccc(S(=O)(=O)c2ccc(N)cc2)cc1N	i	7%	-2%	0.5%	5%	7%	-1.2	1%	3%
NC(=O)c1ccccc1NC(=O)NC1CCCCC1	i	14%	0%	-0.5%	11%	-23%	-0.7	0%	2%
CSCC(O)Cn1[nH]c(=O)c2cc(Cl)c(Cl)cc2c1=O (centres undefined)	i	-8%	26%	-0.2%	-12%	14%	-19	?	2%
COc1ccc(NS(=O)(=O)c2cc(NC(=O)c3ccc(Cl)cc3)ccc2N2CCOCC2)cc1	i	7%	6%	0.5%	-17%	6%	0.6	-4%	?
O=C(CSc1ccccc1)NCc1ccccn1	i	1%	-13%	-0.5%	0%	-16%	-3.2	1%	-4%
O=C(COC(=O)c1cccnc1Nc1ccccc1F)NC1CC1	i	-8%	6%	0.1%	7%	-2%	2.5	1%	9%
CCOc1ccc(-c2nnc(SCC(=O)NCCC(C)C)nc2-c2ccc(OCC)c(OC)c2)cc1OC	·	2%	31%	0.1%	·	-3%	·	·	-17%
COCCCn1c(SCC(=O)Nc2ccc3c(c2)OCCO3)nnc1-c1ccoc1C	i	1%	-28%	0.2%	1%	9%	1.0	0%	0%
c1ccc(Cn2sc(=Nc3ccccc3)nc2-c2ccccc2)cc1	·	·	-3%	·	27%	-21%	·	·	12%
Cc1cc([N+](=O)[O-])nn1CC(=O)Nc1c(C)n(C)n(-c2ccccc2)c1=O	i	5%	-4%	-0.4%	1%	9%	0.8	-4%	3%
CC(C)(C)OC(=O)NCCc1nnc(SCc2ccc(Cl)cc2Cl)o1	i	31%	-50%	1.8%	?	5%	-1.2	-2%	-9%
O=C(O)c1ccc(NS(=O)(=O)c2ccc(Cl)c(C(=O)Nc3ccccc3)c2)cc1	i	5%&3%	12%&11%	-0.2%&0.1%	-5%&7%	-10%&-1%	0.5	0%	6%&-5%
COC(=O)Cc1c(C)nc2nc(-c3ccc(Cl)cc3)[nH]n2c1=O	i	-3%	9%	1.4%	16%	16%	1.2	-1%	-8%
CCOC(=O)Cn1c(=O)n(-c2cccc(Cl)c2)c2nc(-c3ccccc3Cl)nc(C(N)=O)c21	·	-4%	?	9.8%	·	-26%	·	·	2%
O=C(CC1SC(=Nc2ccccc2)N(CCc2ccccn2)C1=O)Nc1ccc(F)cc1 (centres undefined)	i	16%	?	0.1%	?	-3%	1.6	-1%	?
Cc1ccc(NC(=O)CSc2nc(-c3ccco3)cc(C(F)(F)F)n2)c(C)c1	·	-11%	0%	-0.6%	6%	7%	·	·	-11%
CN1CCCCc2c1[nH]c1ccccc1c2=O	i	14%	30%	2.4%	-8%	2%	1.6	2%	-6%
O=C(/C=C/c1ccc(Cl)cc1)N1CCN(Cc2ccccc2)CC1	i	-19%	17%	3.2%	4%	5%	-0.6	0%	-5%
COCCOC(=O)C1=C(C)Nc2nc(C)nn2C1c1ccc(F)cc1 (centres undefined)	i	5%&6%	-13%&-12%	-0.5%&-0.1%	1%&-4%	-2%&-15%	-0.7&0.0	1%	2%&-2%
Cc1cccc(C)c1NC(=O)CNC(=O)CCNC(=O)c1ccco1	i	3%	-6%	0.0%	7%	10%	-0.7	0%	1%
COc1cc(CNc2ccc(CNc3ncn[nH]3)cc2)cc(Cl)c1OCc1ccccc1	i	20%	-9%	0.7%	0%	-38%	-1.3	1%	15%
CSCC[C@H](NC(=O)OC(C)(C)C)C(=O)NCC1CCC(C(=O)N[C@@H](Cc2ccccc2)C(=O)O)CC1 (some centres undefined)	i	0%	-20%	-0.6%	-2%	-20%	0.5	1%	-1%
N#C/C(=C\c1cccc([N+](=O)[O-])c1)c1nnc2n1CCCCC2	i	1%	4%	?	1%	-13%	-0.6	1%	-1%
O=C(Cc1ccccc1)Nc1cccc(-c2nc3cccnc3s2)c1	·	-13%	-6%	4.4%	7%	-3%	·	·	13%
CCC(C)C(=O)Nc1ncc2c(n1)CC(c1cccs1)CC2=O (centres undefined)	i	9%	-16%	0.2%	-23%	-4%	-1.8	0%	-2%
COc1ccc(-n2c(Cc3cc(=O)[nH]c(=O)[nH]3)nnc2SCC(=O)N2CCCC2)cc1	i	0%	-1%	-0.4%	7%	-9%	-0.6	-1%	5%
N#Cc1c2c(c(Nc3ccc(O)cc3)n3c1nc1ccccc13)CCC2	i	9%	20%	8.8%	12%	-18%	-1.3	-1%	-12%

# Additional entries.
compound	pAkt inh	Abeta yeast res	TGFb SMAD3 inh	Nrf2 ARE act	Nrf2 inh	HepG2 tox	CCT chaperon mod	Mm-Cpn inhibitor	A549 tox
CNC(=O)C1CCN(C(=O)c2ccc(-c3ccccc3)cc2)CC1	i	12%	-17%	0.2%	-1%	-1%	-1.8	1%	-3%
CCCCNc1nc(Cl)nc(Nc2ccc(C)cc2)n1	i	-10%	1%	2.5%	26%	0%	-0.5	·	-12%
CC(Sc1nc(N)cc(=O)[nH]1)C(=O)Nc1sc2c(c1C#N)CCCC2 (centres undefined)	i	-2%	?	3.2%	13µM*	-14%	-2.6	2%	-30%
Oc1cccc(/C=N/N=C/c2cccc(O)c2O)c1O	i	-1%	-13%	18%	16%	-21%	1.4	-1%	-12%
COc1ccccc1-n1cc(-c2ccccc2)c2c(=S)nc[nH]c21	i	8%	0%	0.5%	2%	-20%	-2.0	-1%	-15%
CC1CCN(CC(=O)Nc2ccc3c(c2)OCO3)CC1	i	5%	-3%	0.0%	23%	-9%	0.7	0%	-3%
O=C(CSc1nc(-c2ccco2)nc2cc(=O)[nH]n12)Nc1ccccc1F	·	5%	-2%	?	-29%	6%	·	·	-11%
Cc1ccc(/C=N/NC(=O)CNC(=O)COc2ccccc2)cc1	i	15%	0%	0.1%	-11%	3%	-9.8	0%	-2%
Clc1cccc(C2=NOC(c3nnc(-c4ccccc4)o3)C2)c1 (centres undefined)	i	-8%	-7%	2.1%	-24%	-32%	-0.9	2%	9%
CCCN1C(=O)C(O)(CC(=O)c2ccc(CC)cc2)c2ccccc21 (centres undefined)	·	21%	-10%	4.2%	·	-24%	·	·	-5%
CCOC(=O)CSc1nc2cc(C(=O)OC)ccc2c(=O)n1CCN1CCOCC1	i	-1%	0%	-0.6%	-26%	4%	-3.5	2%	-3%
CSc1nc2[nH]ncc2c(=O)[nH]1	i	12%	-15%	0.0%[9.22 µM]	12%	-14%	-0.4	0%	9%
COc1cc2[nH]c3c(c2cc1OC)CCN1CCCC[C@@H]31	i	-6%	28%	5.6%	12%	0%	0.1	·	-3%
O=C(Nc1ccccc1N1CCOCC1)c1ccc([N+](=O)[O-])o1	i	-19%	-2%	?	4%	-16%	2.4	3%	4%
COc1ccc(N(CC(=O)NC2CC3CCC2C3)S(=O)(=O)c2ccccc2)cc1Cl (centres undefined)	i	-14%	-26%	0.6%	-6%	2%	-1.2	3%	-3%
CNC(=O)C12CC3CC(C1)CC(c1ccc(C)cc1)(C3)C2	i	?	-3%	-0.3%	3%	13%	-7.7	-1%	1%
CCNC(=S)N/N=C/c1sc(N2CCCCC2)nc1-c1cccs1	i	6%	?	5.1%	14%	-41%	-0.3	-6%	3%
O=C(C1CCN(S(=O)(=O)c2cccc3nsnc23)CC1)N1CCn2c1nc1ccccc12	i	-10%	-29%	-1.2%	?	-8%	-0.6	0%	-10%
c1ccc(CNc2nc3ccccc3[nH]2)cc1	i	3%	0%	2.7%	1%	-11%	-0.4	-1%	-11%
Cc1cc(C)n(C(=O)c2ccc([N+](=O)[O-])cc2N)n1	i	-11%	12%	-0.7%	11%	2%	-0.7	-5%	-2%
CC(=O)N1CCc2cc(S(=O)(=O)CCC(=O)NCCc3ccccc3)ccc21	·	-2%	-17%	-0.3%	-10%	-16%	-0.7	1%	1%
CN1OC[C@@H]2CN(C(=O)C(C)(C)C)[C@H](c3cccc(-c4ccccc4)c3)C[C@@H]21	i	-56%[inhibitor]	8%	-0.2%	4%	-2%	1.0	·	-1%
COc1ccccc1CN1C(=O)[C@@H]2Cc3c([nH]c4ccccc34)C(C)(C)N2C1=O	·	-4%	?	4.4%	?	-4%	·	·	-9%
CCC(C)(C)NC(=O)CN(C(=O)c1snc(C(N)=O)c1N)c1ccc2nc(C)sc2c1	i	-2%	-2%	-0.4%	-4%	6%	1.6	1%	0%
O=C(NCCC1=CCCCC1)C(c1ccccc1)c1ccccc1	-117%*	18%	-3%	-0.6%	-14%	-3%	1.2	0%	-7%

# Screening data deposited in PubChem BioAssay by National Center for Advancing Translational Sciences (NCATS).
